Bioassay records (PubChem BioAssay)
human PMI inhibitors – human PMI inhibitors, high substrate, primary screen, biochemical, fluorescence intensity, high mannose 6-phosphate (AID 1220) | actives 0.66% (n = 190,000) | recombinant PMI enzyme, coupled fluorescence intensity; higher % means a stronger effect | inhibition, % at 20 µM; hits with a dose series show IC50 in µM; in the data active = inhibition above about 50%
ER stress rescue – protection against thapsigargin-triggered cell killing – 384-well, CSM14.1, ATP luminescence, primary screen (AID 1222); CSM14.1 thapsigargin-induced death rescue, ATP luminescence; higher % means a stronger effect; one-dose cellular ATP content (survival), % at 20 µM; EC50 in µM for titrated hits; 190,000 tested, under 10 active;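 active = EC50 below 50 µM in the dose-response confirmation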;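 also: death triggered by thapsigargin at about 15 µM added after 2 h compound pretreatment; cell ATP read after overnight thapsigargin exposure of roughly 18 to 22 hours; normalized against plate controls of thapsigargin alone and 5% DMSO vehicle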
P. falciparum M17LAP – P. falciparum M17LAP inhibitors, primary screen, biochemical, fluorogenic H-Leu-NHMec substrate, 1536-well (AID 1619); recombinant M17LAP, H-Leu-NHMec fluorogenic kinetic assay; higher % means a stronger effect; one-dose inhibition, % at 30 µM; IC50 in µM for titrated hits; actives 0.38% (n = 220,000);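 active = compound inhibiting the enzyme by more than half at any dose during confirmatory dose-response retesting; inconclusive = strong single-dose inhibitors picked by rank but not retested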;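 also: plate controls were full reaction with DMSO carrier for no effect and no enzyme background for full effect; strong numbers were not always called active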
M1AAP inhibition – P. falciparum M1AAP inhibitors, biochemical, fluorogenic H-Leu-NHMec substrate, 1536-well (AID 1445) | recombinant M1AAP, H-Leu-NHMec fluorogenic kinetic assay; higher % means a stronger effect | inhibition, % at 30 µM, or IC50 in µM where a hit was titrated | actives 0.42% (n = 220,000);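 active = primary inhibition above the hit cutoff, then over 50% inhibition at one or more dose response concentrations, cut at about 23% in these data, passing the limit was not always enough; inconclusive = conflicting primary data, or primary hits not chosen for dose response; inactive = low primary inhibition, or under 50% at every dose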;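 also: plate controls were DMSO full reaction for no effect and no enzyme background for full effect; strong numbers were not always called active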
Yfh1-off respiration – mitochondrial function rescue without frataxin homolog – Friedreich's ataxia, plus single-dose screen, dose response (AID 1465); actives 0.074% (n = 220,000); fold induction at 50 µM, or EC50 in µM where a hit was titrated; S. cerevisiae Yfh1-off respiration, WST-1 reduction, 72 h; higher fold induction means a stronger effect;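 active = fold induction of absorbance versus untreated yeast above a set limit, then at least 30% activation at any dose in follow-up; inconclusive = repeats straddling the limit, or above it without dose testing; inactive = fold induction below the set limit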;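 also: activators that raise dye reduction in frataxin-depleted yeast; strong numbers were not always called active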
West Nile antiviral – inhibition of WNV-induced cytopathic effect – cell-based, CPE readout (AID 1621) | West Nile virus-infected cells, CPE inhibition; higher % means a stronger effect | CPE inhibition, % at 10 µM, or IC50 in µM where a hit was titrated | actives 0.02% (n = 290,000); in the data active = a potency from the dose series; inconclusive = CPE inhibition mostly from about 3.7% at the one dose, without a potency; inactive = the rest, 99 in 100 with CPE inhibition below about 2.2%; also: strong numbers were not always called active
PhoP inhibition – PhoP-dependent GFP reporter repression – Salmonella Typhimurium, primary screen (AID 1863) | S. Typhimurium PhoP-regulated promoter GFP reporter, 4 h; higher % means a stronger effect | actives 0.16% (n = 300,000) | inhibition, % at 50 µM, or IC50 in µM where a hit was titrated;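 active = inhibition over 29.93%, a cutoff 3 SD above the screen mean, later confirmed by dose response; inconclusive = inhibition over 29.93% but no dose response follow-up; inactive = inhibition at most 29.93% or unconfirmed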;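 also: 0% = low Mg2+ inducing control and 100% = high Mg2+ repressing control; strong numbers were not always called active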
Siah-1 displacement – blockers of Siah-1 interaction with plectin peptide – biochemical, fluorescence polarization, rhodamine-plectin, uHTS, primary screen (AID 1817). Siah-1 / rhodamine-plectin peptide fluorescence polarization; higher % means a stronger effect. one-dose displacement, % at 20 µM; IC50 in µM for titrated hits. actives 0.02% (n = 290,000);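 active = displacement of at least 50% at 20 µM, with a fluorescence ratio check between 0.3 and a set limit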;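 also: plate controls were Siah plus tracer with DMSO for no effect and tracer alone without Siah for full effect; strong numbers were not always called active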
XIAP displacement – small molecules displacing peptide from XIAP – biochemical, IAP family, fluorescence polarization (AID 1018); XIAP BIR domain, fluorescence polarization peptide displacement; higher % means a stronger effect; displacement, % at 20 µM; hits with a dose series show IC50 in µM; actives 0.007% (n = 200,000); in the data active = displacement above about 50%; also: a part of the inactive calls stands beside numbers as strong as those of hits
Active calls of the source: *; i = inactive; ? = inconclusive; . = not tested or not shown.

Every second line gives: Siah-1 displacement	West Nile antiviral	M1AAP inhibition	PhoP inhibition	human PMI inhibitors	Yfh1-off respiration	XIAP displacement	P. falciparum M17LAP	ER stress rescue
> NS(=O)(=O)c1ccc(NC(=O)CN2CCCCC2)cc1
    1%	-0.2%	-1%	5%	16%	i	0.0%	-2%	-2.2%
> CC(=O)N(Cc1ccco1)C1(C(=O)NC2CCCCC2)CCCCC1
    1%	-0.4%	2%	2%	-7%	i	4.4%	-6%	-2.5%
> COc1ccc(Nc2ncnc3ccc([N+](=O)[O-])cc23)c(OC)c1
    5%	-0.8%	4%	9%	-12%	i	-4.5%	23%	-0.2%
> Cc1ccccc1NS(=O)(=O)c1ccc(N2CCCC2=O)cc1
    -1%	?	2%	-12%	2%	i	-2.5%	5%	-0.7%
> NNC(=O)c1ccc(COc2cccc3cccnc23)cc1
    6%	-0.3%	0%	-6%	3%	i	-3.7%	2%	2.4%
> C=CCNC(=O)Cn1nc(-c2ccccc2)ccc1=O
    0%	-0.2%	6%	-3%	9%	i	-12%	19%	-1.0%
> CSc1cccc(NC(=S)N2CCC(N(C)C3CCCCCC3)CC2)c1
    5%	-0.5%	6%	1%	-11%	i	-2.6%	16%	0.0%
> Cc1onc(-c2ccccc2)c1C(=O)NC(=S)Nc1sc2c(c1C#N)CCC(C)C2 (stereo unspecified)
    3%	-0.6%	1%	-11%	3%	i	-0.8%	2%	5.0%
> CCOC(=O)N1CCC(N(CCN(C)C)C(=S)Nc2ccccc2C)CC1
    8%	-0.3%	4%	0%	4%	i	-7.5%	2%	-2.2%
> COc1ccccc1NC(=O)C1=C(C)NC(=O)NC1c1ccccc1F (stereo unspecified)
    -1%	0.0%	5%	10%	9%	i	1.0%	2%	-1.7%
> CCCn1c(SCC(=O)Nc2cccc(Cl)c2Cl)n[nH]c1=O
    4%	-0.7%	0%	4%	2%	i	-6.9%	11%	.
> COc1ccc(/C=N/NC(=O)c2nc(-c3ccccc3)cc(-c3ccccc3)n2)cc1O
    -2%	-0.4%	9%	7%	10%	i	-6.9%	34%	-0.6%
> COc1ccc(NS(=O)(=O)c2ccc(Br)s2)cc1OC
    2%	-0.3%	12%	0%	2%	i	-20%	-11%	-1.3%
> COc1ccc(C2CC(c3ccccc3)=NN2C(=O)COC(=O)C2CC2)cc1 (stereo unspecified)
    4%	-1.2%	8%	-6%	-6%	i	-6.9%	10%	-1.4%
> Cc1cccc(CN2CCNC2=O)c1
    -4%	0.3%	6%	7%	-28%	i	-1.4%	6%	-0.8%
> O=C(O)C1CC(=O)N(c2ccc(OCc3ccccc3)cc2)C1 (stereo unspecified)
    -7%	0.4%	2%	3%	-1%	i	-2.7%	3%	2.5%
> COc1ccc(Br)cc1/C=N/NC(=O)c1cccc(S(=O)(=O)N2CCOCC2)c1
    1%	-0.2%	9%	4%	0%	i	1.7%	9%	0.5%
> CCCCNC(=O)C1CCN(C(=O)Nc2ccc(C)cc2)CC1
    5%	0.3%	8%	-1%	5%	i	-9.1%	6%	-2.0%
> COc1ccc(-n2c(SCC(N)=O)nc3sc4c(c3c2=O)CCC4)cc1
    -6%	-0.2%	-10%	7%	3%	i	-1.6%	11%	-0.8%
> COC(=O)c1ccc(OCC2c3cc(OC)c(OC)cc3CCN2C(=O)C2CC2)cc1 (stereo unspecified)
    0%	0.6%	-1%	16%	39%	i	-2.9%	-5%	0.6%
> CC(=O)N(CCCN(C)C)c1nc2ccc(C)cc2s1
    1%	0.7%	-2%	1%	0%	i	-3.9%	3%	-0.5%
> O=C(/C=C/c1ccc2c(c1)OCO2)NCc1cn2cc(Cl)ccc2n1
    3%	-0.6%	5%	-5%	2%	i	-3.2%	28%	-1.3%
> COc1ccc(-c2nnn(Cc3nn[nH]n3)n2)cc1OC
    2%	0.0%	-2%	6%	4%	i	-17%	22%	0.0%
> CCc1ccc(C2c3[nH]c4ccccc4c3CCN2C(=O)CNC(N)=O)cc1 (stereo unspecified)
    2%	-0.6%	-6%	1%	10%	i	-2.1%	-3%	-2.3%
> O=C(CC1S/C(=N/N=C/c2c[nH]c3ccc(OCc4ccccc4)cc23)NC1=O)Nc1ccccc1 (stereo unspecified)
    6%	-0.5%	2%	2%	-3%	i	-1.4%	20%	-2.1%
> Cc1ccc(C2CC(c3cccs3)n3nc(N)nc3N2)cc1 (stereo unspecified)
    -2%	-0.4%	6%	17%	13%	i	-3.4%	-21%	-2.1%
> NS(=O)(=O)c1ccc(CCNC(=O)CCCCCn2c(=S)[nH]c3ccc(Br)cc3c2=O)cc1
    -1%	-0.5%	4%	-3%	-8%	i	-7.6%	0%	0.3%
> O=C(O)CCC(=O)N1CCN(c2ncccc2C(F)(F)F)CC1
    2%	1.3%	8%	0%	.	i	.	-9%	.
> O=C(CSc1nc2ccccc2s1)NCCOc1ccc(Cl)cc1
    0%	0.4%	0%	2%	5%	i	-1.9%	8%	-0.4%
> C/C(=N\NC(=O)CC1N=C(Cc2ccccc2)NNC1=O)c1ccccc1 (stereo unspecified)
    0%	0.2%	6%	3%	6%	i	-1.8%	2%	1.8%
> CCOC(=O)CSc1nc2ccc(N)cc2s1
    -3%	0.1%	-1%	-4%	-40%	i	-7.2%	-4%	-0.1%
> O=C(c1ccccc1)c1ccc2nc(N3CCCCC3)c3nncn3c2c1
    -3%	-0.1%	5%	-10%	-7%	i	-8.3%	1%	-1.3%
> CCN1CCN(CCCNC(=O)c2csc3c2CCCCC3)CC1
    3%	-0.1%	6%	-7%	8%	i	-2.4%	-8%	-2.2%
> O=C(CN1C(=O)NC2(CCCc3ccccc32)C1=O)N1CCN(C(=O)c2ccco2)CC1 (stereo unspecified)
    -2%	1.4%	12%	0%	-3%	i	-4.3%	8%	-1.6%
> Cc1ccc(NC(=O)c2cc(N3CCOCC3)nc3ccccc23)cc1
    -1%	0.4%	4%	-1%	1%	i	-5.1%	-1%	-2.3%
> CCc1nnc(NC(=O)CSc2nnnn2-c2cccc(C(C)=O)c2)s1
    -1%	-0.7%	.	.	9%	i	15%	.	0.8%
> Cc1ccc(N=Nc2c(C)[nH]n(C(N)=S)c2=O)cc1
    0%	-0.4%	16%	2%	-7%	i	-4.8%	16%	-1.4%
> COC(=O)C1=C(C)N(C)C(=S)N(C)C1c1ccc(OC)cc1 (stereo unspecified)
    17%	-0.7%	7%	-2%	-9%	i	-5.3%	5%	-0.8%
> c1ccc(-c2nc(-c3ccncc3)no2)cc1
    -4%	0.4%	3%	5%	-10%	i	-3.8%	2%	-1.2%
> CCCCCNC(=O)C(C)NS(=O)(=O)c1ccc(OC)cc1 (stereo unspecified)
    -3%	0.3%	10%	-9%	-10%	i	-3.2%	2%	0.0%
> Cc1ccc(SCc2[nH]nc3c2C(c2cccnc2)C(C#N)=C(N)O3)cc1 (stereo unspecified)
    -5%	-0.3%	12%	3%	2%	i	-4.2%	39%	-1.0%
> CN(C)C(=O)N1CCCC(C(=O)NCc2ccc(F)cc2Cl)C1 (stereo unspecified)
    -3%	0.3%	1%	9%	-6%	i	-2.1%	1%	-2.4%
> Cc1ccc(Sc2ccc(/C=C3/C(=O)NN(c4ccccc4)C3=O)o2)cc1
    8%	0.3%	5%	-1%	.	i	.	8%	.
> COCCn1c(C)cc(C(=O)COC(=O)c2ccc3c(c2)NC(=O)CS3)c1C
    -3%	-0.1%	5%	3%	3%	i	-1.5%	-1%	-3.5%
> COCCNC(=O)c1ccc(C(=O)NCCOC)s1
    4%	0.3%	-10%	40%	6%	i	-6.7%	-9%	.
> c1n[nH]c(SCCCCSc2ncn[nH]2)n1
    -1%	0.0%	-5%	-9%	-4%	i	-5.2%	31%	3.1%
> CN(Cc1nc(-c2ccncc2)no1)S(=O)(=O)c1ccccc1
    -3%	-0.1%	3%	-6%	10%	i	-13%	-3%	-2.9%
> CCOC(=O)C1CCCN(C(=O)c2cn(C)c3ccc(S(=O)(=O)N(C)C)cc3c2=O)C1 (stereo unspecified)
    1%	0.3%	-1%	9%	-4%	i	-6.8%	5%	-0.7%
> C/C(=N\N=C1\NC(=O)C(CC(=O)Nc2ccc(C)c(Cl)c2)S1)C(C)C (stereo unspecified)
    -1%	-0.1%	-1%	-6%	11%	i	-5.4%	2%	-3.6%
> Clc1ccc(Cl)c(OCCN2CCOCC2)c1
    0%	0.2%	1%	1%	-2%	i	-4.8%	-6%	-2.0%
> COc1ccc(CN(C(=O)c2ccco2)c2ccc(Br)cc2)cc1OC
    -3%	-1.1%	10%	13%	3%	i	-3.1%	18%	-0.6%
> O=C(Oc1cccnc1)c1ccc(Cl)c(Cl)c1
    1%	.	7%	-1%	-2%	.	-0.9%	-4%	-1.1%
> O=C(N/N=C/c1ccc(Br)o1)c1cncc(Br)c1
    -1%	-0.2%	3%	14%	2%	i	-9.4%	31%	-2.7%
> CCn1c(CNC(=O)c2cccs2)n[nH]c1=S
    1%	0.1%	5%	-6%	-2%	i	2.9%	17%	-0.9%
> Cc1ccc2ncc([N+](=O)[O-])n2c1
    2%	1.0%	9%	6%	1%	i	-2.7%	1%	0.5%
> NC(=O)CN1C(=O)C2C3C=CC(C3)C2C1=O (stereo unspecified)
    0%	0.1%	5%	-4%	7%	i	-15%	12%	-1.9%
> CCc1nnc(NC(=O)C2CC(=O)N(Cc3ccccc3)C2)s1 (stereo unspecified)
    7%	0.2%	-4%	7%	2%	i	-2.5%	-8%	-1.3%
> Cn1ccs/c1=N\S(=O)(=O)c1ccc(C(C)(C)C)cc1
    7%	-0.6%	7%	-5%	6%	i	-6.1%	1%	3.7%
> O=C(c1cc(COc2c(F)cccc2F)on1)N1CCc2ccccc2C1
    6%	0.1%	8%	0%	.	i	-2.8%	-1%	5.1%
> CCN(CC)S(=O)(=O)c1cccc(NC(=O)CSc2nc3ccccc3[nH]2)c1
    0%	-1.7%	3%	7%	-5%	i	-5.5%	6%	1.2%
> CCOc1ccc(CCNC(=O)CCCN2C(=O)c3ccccc3C2=O)cc1OCC
    4%	-0.5%	0%	-13%	0%	i	-2.9%	-8%	-1.3%
